Screens from PubChem.
ARNT TACC3 PPI = disruptors of human ARNT/TACC3 interaction. AlphaScreen His-ARNT PAS-B/GST-TACC3 binding, luminescence; TACC3 fragment carries E629A point mutation. inhibition, % at 9.99 µM. AID 623870. 390,000 tested, 0.66% active;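 active = mean inhibition of replicates at least 50% and at least half of replicates each reaching 50%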;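 also: 0% = complete ARNT plus TACC3 wells and 100% = ARNT alone without TACC3; many hits fall short of the cut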
LGR2 inh = inhibitors of bursicon-induced Drosophila LGR2 receptor cAMP signaling. inhibition, % at 9.99 µM. AID 720647. HEK293 LGR2, CRE-luciferase, bursicon-stimulated, 4 h. 380,000 tested, 0.35% active;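 active = drop in luminescence signal, shown as inhibition above about 50% in the replicate tests, limit read from the data, passing the limit was not always enough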;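 also: agonist challenge used bursicon conditioned medium at about half maximal strength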
GSIS activator = primary screen for activators of insulin secretion dependent on glucose, INS-1E cells, GLuc reporter luminescence; INS-1E GLuc reporter insulin secretion, 2-3 h; activation, % at 16.6 µM; 370,000 tested, 0.61% active; AID 743287;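 active = lowest replicate activation of at least 40%, so every replicate reaches that level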;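 also: 0% = median of neutral control wells and 100% = median of IBMX positive control wells; some compounds called inactive have numbers as strong as hits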
PAX8 reporter = lowers PAX8-driven luciferase in RMG-I cells. inhibition, % at 12.6 µM. 360,000 tested, 1.2% active. RMG-I TPO-luciferase reporter, SteadyGlo, 24 h;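 active = mean replicate inhibition at least 60% with every replicate also reaching 60%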;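 also: luciferase light reporting Pax8 driven TPO promoter activity; plate controls were median of neutral control wells for no effect and mitoxantrone controls for full effect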
Statin myotox sup = suppression of simvastatin myotoxicity. C2C12 myotubes + simvastatin, ATP luminescence, 48 h; scaled: DMSO 0, geranylgeraniol control 100. rescue of ATP level, % at 7.49 µM. 330,000 tested, 0.78% active;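 active = mean ATP rescue above about 67%, or every replicate alone reaching that limit, limit read from the data, passing the limit was not always enough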;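 also: myotubes were challenged with 10 µM simvastatin during compound exposure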
PGC1a acetyl inh = PGC1a acetylation modulation, inhibitor mode; AID 651687; inhibition, % at 15.6 µM; 350,000 tested, 0.17% active; U2OS PGC1a acetylation, AlphaScreen anti-acetyl-lysine; with virally co-expressed GCN5 acetyltransferase;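 active = every replicate shows inhibition of at least 40%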;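 also: 0% = neutral control wells and 100% = positive control wells; some results beyond the cut were filed as inactive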
PglD DTNB = blocks C. jejuni PglD acetyltransferase activity; purified PglD enzyme, DTNB colorimetric CoA detection; inhibition, % at 12.5 µM; 360,000 tested, 0.098% active; in the data active = inhibition above about 16%, passing the limit was not always enough; also: strong numbers were not always called active
Cneo AK release = causes C. neoformans cell lysis. adenylate kinase release luminescence, 4 h; normalised: neutral wells 0, clomiphene wells 100. lysis activity, % at 15 µM. 360,000 tested, 0.2% active;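 active = mean lysis activity across replicates of at least 80%, whatever share of replicates individually reach that level; inactive = mean lysis activity below 80%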
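read-out = cell lysis signal | test system = log-phase Cryptococcus neoformans yeast cells | input = cells at 5 × 10^6 per mL | medium = fresh YPD growth medium | signal = luminescent adenylate kinase detection reagent | timing = 4 h at 37 °C static, read 1 h later | dosing = single dose | controls = Clomiphene as positive lysis control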
* marks the source's active call; other numbers are inactive results; . = no result given; & = joins results of further samples. Compounds as they come; about 2.9% have a hit in one of these screens.

cpd	Structure	GSIS activator	PGC1a acetyl inh	PglD DTNB	LGR2 inh	Cneo AK release	PAX8 reporter	Statin myotox sup	ARNT TACC3 PPI
1	COCC#Cc1ccc([C@H]2[C@H]3CN(C(=O)c4ccncc4)CC(=O)N3[C@H]2CO)cc1	5	-1	.	13	.	-14	.	.
2	CC(C)C#Cc1ccc([C@@H]2[C@H](C#N)N(C(=O)c3ccccn3)[C@H]2CO)cc1	-11	6	1	-6	27	11	-26	10
3	CCn1c(=O)n(CC(=O)Nc2cc(OC)ccc2OC)c(=O)c2ccccc21	27	-30	1	7	3	.	-16	12
4	O=S(=O)(c1ccc(NC(=S)NC2CCCC2)cc1)N1CCCC1	1	1	.	12	.	20	.	4
5	CN(C)C(CNc1ncccn1)c1ccccc1 (stereo unspecified)	0	.	-4	-15	3	-1	0	.
6	O=C(OCC1CC(c2ccccn2)=NO1)c1ccc(Br)cc1 (stereo unspecified)	4	1	2	-11	0	.	9	3
7	CCOC(=O)c1cnn(CCOC(=O)c2ccccc2)c1NC(=O)c1ccccc1	13	-6	-8	-1	1	2	.	0
8	O=C(Nc1ccc(C(=O)c2ccc(C(=O)O)c(C(=O)O)c2)cc1)c1ccccc1	-5	-3	-6	14	-6	-6	2	-2
9	Cc1cc(Br)ccc1-n1[nH]c(C)c(C=Nc2cccc3nsnc23)c1=O	11	8	2	5	-10	23	4	11
10	CC(C)CN(C(=O)CN1CCN(S(=O)(=O)c2ccc3ccccc3c2)CC1)c1c(N)n(CC(C)C)c(=O)[nH]c1=O	-6	-3	-6	8	-3	38	.	3

Brought forward from above: three compounds; new compounds follow.
cpd	Structure	GSIS activator	PGC1a acetyl inh	PglD DTNB	LGR2 inh	Cneo AK release	PAX8 reporter	Statin myotox sup	ARNT TACC3 PPI
8	O=C(Nc1ccc(C(=O)c2ccc(C(=O)O)c(C(=O)O)c2)cc1)c1ccccc1	-5	-3	-6	14	-6	-6	2	-2
9	Cc1cc(Br)ccc1-n1[nH]c(C)c(C=Nc2cccc3nsnc23)c1=O	11	8	2	5	-10	23	4	11
10	CC(C)CN(C(=O)CN1CCN(S(=O)(=O)c2ccc3ccccc3c2)CC1)c1c(N)n(CC(C)C)c(=O)[nH]c1=O	-6	-3	-6	8	-3	38	.	3
11	COc1ccc(NC(=O)C(=O)NNC(=O)COc2ccc(Cl)cc2)c(OC)c1	4	17	1	-4	1	-12	.	-2
12	CCCCNCc1ccc(SC)cc1	13	-8	-6	-21	1	.	-13	-2
13	O=C1CCC(=O)N1c1ccc(NC2CCN(Cc3ccccc3)CC2)c([N+](=O)[O-])c1	11	.	.	-9	.	-7	-4	26
14	Cc1noc(C)c1S(=O)(=O)Nc1ccc2c(c1)C(=O)N([C@H](C)CO)C[C@@H](C)[C@H](CN(C)C(=O)CCCN(C)C)OCCCC[C@@H](C)O2	25	9	0	16	-9	2	.	-12
15	COc1ccc(OC)c(-c2cn(S(=O)(=O)c3ccccc3)nc2N)c1	-12	-12	0	17	0	.	5	1
16	O=[N+]([O-])c1ccc(CP(=O)(c2ccccc2)c2ccccc2)cc1	17	0	-8	4	-2	-3	-2	-4
17	O=C(c1cccc(F)c1)N1C[C@H]2[C@@H](c3ccccc31)[C@@H](CO)N2C(=O)Cc1ccccc1	1	0	1	-2	5	-7	0	-2
18	COc1ccccc1CNC(=O)CS(=O)Cc1nc(-c2ccc(OC)c(OC)c2)oc1C (stereo unspecified)	7	3	-6	-13	-5	0	-1	1
19	O=C(COC(=O)c1ccc2ncsc2c1)NC(=O)NCc1ccccc1	6	-1	.	-12	.	-24	.	-1
20	Cn1ccc2c(N3c4ccccc4CCc4ccccc43)cc3c(c21)C1CCC3O1 (stereo unspecified)	-22	-2	-1	-26	1	-4	-3	.
21	Nn1c(SCC(=O)Nc2cc(C(F)(F)F)ccc2Cl)nncc1=O	19	.	0	14	0	.	4	3
22	CC(=O)N1[C@H](CO)[C@H](c2ccc(C3=CCCC3)cc2)[C@H]1CNC(=O)CN(C)C	14	-4	-2	-12	1	4	4	-3
23	O=C(C[C@@H]1C[C@H]2c3cc(NC(=O)C4CCOCC4)ccc3O[C@H]2[C@H](CO)O1)NC1CCCC1	-3	-3	3	-14	-1	-11	0	-4
24	Cc1cc(OCC(O)CN2CCN(CCO)CC2)ccc1C(C)C (stereo unspecified)	.	14	1	.	2	.	-1	-1
25	NC1=NC[C@@H](Cc2ccc(O)cc2)N1CC1CCCCC1	7	.	0	2	2	-11	1	-2
26	CN1[C@@H]2c3ccc(-c4ccccc4)c(=O)n3C[C@H]1[C@H](CO)[C@H]2C(=O)NC1CCCCC1	-4	.	2	-6	-1	10	0	-13
27	COc1ccc(C/C(C)=N/NC(=O)c2ccc(Cl)cc2)cc1	-26	.	.	1	.	4	.	1
28	COc1ccccc1C(=O)NNC(=O)CCC(=O)NCc1ccccc1	11	.	-2	17	-1	18	6	6
29	COc1ccc(NS(=O)(=O)c2cc([N+](=O)[O-])ccc2NN=Cc2ccccc2OCC(=O)O)cc1	.	1	-3	0	8	-12	-13	10
30	CCOC(=O)[C@H]1[C@H]2COc3ccc(C)cc3[C@@H]2N2C(=O)c3ccccc3NC(=O)[C@@]12C	15	2	3	1	0	-2	1	-6
31	COc1ccc(Oc2nc3ccccc3n(C)c2=O)cc1	-1	8	-2	-9	-1	.	21	6
32	COc1ccccc1CC(=O)N(CCC#N)CCC#N	.	2	3	.	-3	-8	7	7
33	Cc1ccc(NC(=O)CCC(=O)NNC(=O)NC2CCCCC2)c(C)c1	17	-2	5	30	1	24	-3	1
34	CCN(c1ccccc1)S(=O)(=O)c1ccc(OCc2c(C)noc2C)cc1	.	-14	-2	.	0	20	13	-3
35	O=C(O)c1ccccc1C(=O)Nc1ccc(-n2nc(C(F)(F)F)cc2C(F)(F)F)cc1	.	6	0	.	-4	9	.	.
36	C[C@@H]1CN([C@H](C)CO)C(=O)c2cc(NS(=O)(=O)c3ccccc3)ccc2O[C@@H](C)CCCCO[C@@H]1CN(C)S(=O)(=O)c1cccs1	-8	1	-1	3	4	21	.	-9
37	O=S1(=O)CCOC[C@H](CC2CCCCC2)N1Cc1cccc(Cl)c1	-4	-13	-3	8	0	-4	-16	-5
38	Cc1ccc(CCC(=O)Nc2cc(Cl)ccc2Cl)o1	.	.	2	3	0	-16	2	-3
39	CC(=O)N(C)C[C@@H]1Oc2cc(C#CC3CC3)ccc2S(=O)(=O)N([C@H](C)CO)C[C@@H]1C	-1	0	.	-2	.	.	2	.
40	O=C1CC(CC(=O)N/N=C/c2ccccc2[N+](=O)[O-])=NN1	1	9	-7	0	.	-9	.	4
41	CCOC(=O)C1=C(O)C(=O)N(c2ccc(S(N)(=O)=O)cc2)C1c1ccc([N+](=O)[O-])cc1 (stereo unspecified)	3	4	.	3	.	-19	.	-1
42	CC(C)CC(NC(=O)C(CC(C)C)NC(=O)C(Cc1ccc(OCc2ccccc2)cc1)NC(=O)OC(C)(C)C)C(N)=O (stereo unspecified)	-7	-1	-5	-5	-4	-4	5	24
43	CC(C)NC(=O)N(C)C[C@@H]1Oc2ccc(NC(=O)Cc3cn(C)c4ccccc34)cc2C(=O)N([C@@H](C)CO)C[C@@H]1C	-5	0	3	5	-3	-28	-13	-13
44	CCOC(=O)c1cc(CC)sc1NC(=O)c1cc(OC)c(OC)c(OC)c1	.	-2	-4	-7	-1	-10	2	-2
45	CCn1c(=O)c(C(=O)CN2CCN(Cc3ccc4c(c3)OCO4)CC2)c(N)n(Cc2ccccc2)c1=O	-13	-2	.	7	.	7	-18	3
46	COCCNC(=O)c1cccc(OC2CCN(Cc3ccc(F)cc3OC)CC2)c1	17	.	4	0	1	3	-13	-4
47	CCCC(CCC)C(=O)Nc1ccncc1	.	6	4	.	0	4	-4	-27
48	N#C[C@@H]1[C@@H](c2ccc(C#CC3(O)CCCC3)cc2)[C@@H](CO)N1C(=O)C1CCCCC1	-9	-6	-2	-1	0	12	21	-7
49	COc1ccc(NC(=O)N(C)C[C@@H]2Oc3ccc(NS(C)(=O)=O)cc3CC(=O)N([C@@H](C)CO)C[C@H]2C)cc1	18	2	-5	-9	-2	2	6	-12
50	CN1CCN(c2nc(-c3cccs3)cc(C(F)(F)F)n2)CC1	-1	4	1	.	-6	.	-1	-5
51	CC(/C=N/NC(=O)c1ccco1)=C\c1ccccc1	-2	0	-1	-37	-9	-82	-6	-1
52	COc1ccccc1NC(=O)c1ccc(NC(=O)CSc2ncccn2)cc1	4	4	.	-12	.	-19	.	7
53	C[C@@H]1CN([C@@H](C)CO)C(=O)c2cc(NC(=O)CCC(F)(F)F)ccc2O[C@H]1CN(C)S(=O)(=O)c1ccc(Cl)cc1	9	9&0	0&1	-3&19	3&-5	15	-11&7	4&-3
54	C[C@@H]1CN([C@H](C)CO)S(=O)(=O)c2ccc(Br)cc2O[C@@H]1CN(C)C(=O)NC1CCCC1	7&0	-1&-3	-3	1&5	0	-1&-9	-1&3	.
55	O=C(O)CCc1ccc(-c2ccc(Br)cc2)n1CC(=O)O	6	2	1	0	7	.	19	0
56	Cc1nc(SCC(=O)NCc2ccc(F)cc2)c2c(=O)n(C)c(=O)n(C)c2n1	14	.	-4	-1	-1	10	-20	-4
57	COCCn1c(SCC(=O)Nc2ccc(NC(C)=O)cc2)nc2ccccc2c1=O	3	.	-6	-5	0	9	-6	-2
58	CC(=O)c1c(N=CN(C)C)nc(C)nc1-c1ccccc1	.	2	-4	.	-5	.	.	-6
59	CCN(CC)S(=O)(=O)c1ccc(C)c(NC(=O)CNc2cccc(S(=O)(=O)N3CCOCC3)c2)c1	-5	-9	3	3	.	2	6	1

Ordered by the number under PGC1a acetyl inh (largest number first): four from the list above
cpd	mol	GSIS activator	PGC1a acetyl inh	PglD DTNB	LGR2 inh	ARNT TACC3 PPI
52	COc1ccccc1NC(=O)c1ccc(NC(=O)CSc2ncccn2)cc1	4	4	.	-12	7
55	O=C(O)CCc1ccc(-c2ccc(Br)cc2)n1CC(=O)O	6	2	1	0	0
51	CC(/C=N/NC(=O)c1ccco1)=C\c1ccccc1	-2	0	-1	-37	-1
59	CCN(CC)S(=O)(=O)c1ccc(C)c(NC(=O)CNc2cccc(S(=O)(=O)N3CCOCC3)c2)c1	-5	-9	3	3	1
